Source: PubChem (National Center for Advancing Translational Sciences (NCATS))
GLS inhibitor – blocks human kidney-isoform glutaminase activity; 410,000 compounds, 0.21% hits; Potency, µM (series often up to 45.5 µM), inactives show at the top dose activity change, negative = inhibition, hits mostly inhibitors; GLS enzymatic activity, qHTS titration; O94925; further: potency means the concentration at half of the fitted maximal effect; on the % scale 0 is the no-effect control and ±100 the full control effect
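Compounds were pin-transferred onto hKGA, after which L-glutamine (1 mM solution) and a detection mix of glutamate oxidase, HRP and Amplex Red were added. Initial and 30 min RT fluorescence reads were collected.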
Pin1 inhibitor – human Pin1 inhibition; Pin1 FP peptide displacement, HiFluor488, 10 min; 390,000 compounds, 0.009% hits; Potency, µM (highest dose often 115 µM), inactives show at the top dose activity, negative = inhibition, actives largely listed as inhibitors; Q13526; active means well fitted inhibition curve with a large enough effect in the polarisation, with a control signal flat, not every such curve was filed as active; inconclusive means small, poorly fitted or top-dose-only effect, or effect the other way, or a change in a side signal; inactive means no such curve, though single readings can be large or run the other way; the % refers to the polarisation; further: potency means the concentration at half of the fitted maximal effect; on the % scale 0 is the no-effect control and ±100 the full control effect
Target sequence (Q13526 whole entry, looked up): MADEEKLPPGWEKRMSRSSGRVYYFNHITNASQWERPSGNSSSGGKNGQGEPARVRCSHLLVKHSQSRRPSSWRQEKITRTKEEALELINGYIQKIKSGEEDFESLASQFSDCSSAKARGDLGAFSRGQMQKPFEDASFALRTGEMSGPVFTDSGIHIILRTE
HP1b binding inh – HP1-beta chromodomain-methylated histone interaction inhibition | P83916 | 390,000 compounds, 0.56% hits | Potency, µM (highest dose often 114 µM), for inactives: at the highest dose activity change, negative = inhibition, most hits filed as inhibitors | AlphaScreen HP1-beta / biotin-H3K9me3 peptide binding; further: potency means the concentration at half of the fitted maximal effect; nearly all actives have a fitted effect of over 70% in size; inactives centre near 23
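HP1-beta protein (50 nM final) preincubated 30 min at room temperature with biotinylated H3(1-18)K9me3 peptide (50 nM) in PBS pH 7.4, 0.01% Tween-20, then compound added for 30 min. AlphaScreen streptavidin donor/nickel chelate acceptor beads (10 ug/mL final), 30 min dark, luminescence read.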
TrxR1 inh – inhibitors of rat thioredoxin reductase 1; O89049; recombinant rTrxR1, NADPH fluorescence consumption, selenite substrate; Potency, µM (highest dose often 114 µM), for the others: at the highest dose activity change, negative = inhibition, hits mostly inhibitors; 390,000 compounds, 1% hits; further: potency means the concentration at half of the fitted maximal effect; on the % scale 0 is the no-effect control and ±100 the full control effect; nearly all actives have a fitted effect of over 65% in size
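Rat TrxR1 (90 nM in the dispensed reagent) was pre-reduced with 400 uM NADPH for 5 min at room temperature, then incubated with compound for 15 min. After 400 uM selenite was added, NADPH fluorescence (Ex 340/Em 450 nm) was followed for 8 min.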
Tb PGK inh – T. brucei PGK inhibition; 380,000 compounds, 0.043% hits; PGK/GAPDH coupled, Kinase-Glo luminescence, 60 min; Potency, µM (top dose mostly 57.5 µM), without a hit: top-dose activity change, negative = inhibition, usual class: inhibitors; P07378; further: potency means the concentration at half of the fitted maximal effect; on the % scale 0 is the no-effect control and ±100 the full control effect; nearly all actives have a fitted effect of over 60% in size
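Luminescent ATP detection (Kinase-Glo Plus) follows a 60-minute room-temperature incubation, with wells lacking PGK as controls. Buffer: 100 mM TEA (pH 7.6), 5 mM MgCl2, 0.01% Tween-20. Coupling enzyme GAPDH (100 nM final) supplies unstable 1,3-BPG in-well.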
IDH1 R132H inh – inhibitors of human mutant IDH1 R132H | 390,000 compounds, 0.093% hits | Potency, µM (titrated, usually from 76.6 µM), without a hit: at the highest dose activity change, negative = inhibition, hits mostly inhibitors | IDH1-R132H enzyme, NADPH consumption, diaphorase/resazurin fluorescence | AID 602179 | O75874; further: potency means the concentration at half of the fitted maximal effect; on the % scale 0 is the no-effect control and ±100 the full control effect; nearly all actives have a fitted effect of over 65% in size
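IDH1-R132H (0.5 ug/mL) preincubated 30 min with compound, then NADPH (0.016 mM) and alpha-KG (2 mM) added; 80 min at RT, pH 7.5. Remaining NADPH coupled via diaphorase/resazurin to fluorescence (540/590 nm); concentration-response curves normalized to no-enzyme control.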
PI4K2A block – blocks human PI4K2A kinase activity. purified PI4K2A, ADP-Glo luminescence, 1 h; active compounds read low. activity change, negative = inhibition, % at 76.9 µM. Q9BTU6. 420,000 compounds, 0.13% hits; in the data active means activity change below about -50%; inconclusive means mostly about -30% to -49%;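 further: -100% = wells without enzyme as full effect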
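ADP-Glo luminescence measured ADP generated by PI4K2A enzyme (4 ug/mL before mixing) with 1.2 mM PI substrate (pre-mix) and 300 microM ATP (pre-mix). Tris pH7.5 buffer with MgCl2, Triton X-100; 1 h reaction at ambient temperature.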
TrxR1 substrate – substrates of rat thioredoxin reductase 1 | AID 588456 | 390,000 compounds, 0.01% hits | purified TrxR1 substrate turnover, NADPH consumption readout | Potency, µM (top dose mostly 114 µM), for inactives: at the top dose activity change, negative = substrate turnover; further: potency means the concentration at half of the fitted maximal effect; on the % scale 0 is the no-effect control and ±100 the full control effect; nearly all actives have a fitted effect of over 50% in size
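Rat TrxR1, dispensed at 90 nM, was prereduced with 400 uM NADPH (final) for 5 min at ~22 deg C, then incubated with compound 15 min before 400 uM selenite. A first-read NADPH fluorescence drop versus no-compound background flagged substrates.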
USP1 inh – inhibitors of human USP1/UAF1 deubiquitinase. O94782. recombinant USP1/UAF1, Ub-Rhodamine cleavage fluorescence. Potency, µM (highest dose often 57.1 µM), for inactives: at the top dose activity change, negative = inhibition, actives largely listed as inhibitors. 390,000 compounds, 0.23% hits; further: potency means the concentration at half of the fitted maximal effect; on the % scale 0 is the no-effect control and ±100 the full control effect; nearly all actives have a fitted effect of over 60% in size; inactives centre near -12
Target sequence (O94782 whole entry, looked up): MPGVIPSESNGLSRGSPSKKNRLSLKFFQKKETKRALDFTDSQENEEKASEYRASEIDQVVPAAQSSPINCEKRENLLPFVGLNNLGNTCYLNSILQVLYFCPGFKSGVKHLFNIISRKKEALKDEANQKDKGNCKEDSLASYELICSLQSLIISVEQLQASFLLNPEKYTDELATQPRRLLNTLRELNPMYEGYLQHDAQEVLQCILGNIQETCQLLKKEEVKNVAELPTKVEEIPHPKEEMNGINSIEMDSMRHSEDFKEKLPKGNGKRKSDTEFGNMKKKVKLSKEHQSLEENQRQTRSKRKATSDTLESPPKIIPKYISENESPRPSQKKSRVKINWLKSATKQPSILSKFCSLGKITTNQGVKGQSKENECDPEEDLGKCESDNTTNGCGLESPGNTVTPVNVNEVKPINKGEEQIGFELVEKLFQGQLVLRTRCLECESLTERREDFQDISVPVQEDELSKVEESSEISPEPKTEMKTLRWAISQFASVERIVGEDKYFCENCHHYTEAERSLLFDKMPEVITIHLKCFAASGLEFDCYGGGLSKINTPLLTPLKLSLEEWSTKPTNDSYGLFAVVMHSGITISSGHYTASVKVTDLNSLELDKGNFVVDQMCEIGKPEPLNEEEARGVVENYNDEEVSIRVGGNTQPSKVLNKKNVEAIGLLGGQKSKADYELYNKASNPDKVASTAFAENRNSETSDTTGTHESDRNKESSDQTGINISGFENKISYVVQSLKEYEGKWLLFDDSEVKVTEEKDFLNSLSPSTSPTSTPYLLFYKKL
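Step one: compound is pinned into 1nM USP1/UAF1 in HEPES pH 7.8 buffer with TCEP. Step two: 15 min room-temperature incubation. Step three: Ub-Rho (150nM final) starts cleavage, tracked by fluorescence over six one-minute reads.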
Numbers without * were called inactive; i = inactive; ? = inconclusive; & = joins results of further samples; [ ] = remark or other dose. Unless noted, the call rests on the fitted dose curve; in most records, active means well fitted curve in the direction sought with a large enough effect; inconclusive means small, poorly fitted or top-dose-only effect, or another doubt; inactive means no such curve, though single readings can be large; an effect the other way counts as inactive or inconclusive. An excerpt, so the mix of outcomes need not match the whole.

(1) CC1=NN(c2ccccc2C)C(=O)C1
(2) Cn1cc(S(=O)(=O)NC(c2ccccc2)c2ccccc2)c(=O)n(C)c1=O
(3) Cc1cccc(N2CCN(C(=O)Cn3ncc4c([nH]c5ccccc54)c3=O)CC2C)c1 (configuration not stated)
(4) COc1ccc(C(=O)Cn2nnc(-c3ccccc3NC(=O)C(F)(F)F)n2)cc1
(5) COc1ccc(/C(C)=N/NC(=O)CNC(=O)/C=C\c2ccccc2)c(OC)c1
(6) O=C(NCC1CCCN1S(=O)(=O)c1cccs1)C(=O)Nc1ccccc1Cl (configuration not stated)
(7) CC(=O)c1ccc(OCC(=O)N2CCN(S(=O)(=O)c3ccc(C)cc3C)CC2)cc1
(8) Cc1ccc(S(=O)(=O)N2CCN(C(=O)COC(=O)c3c(C)noc3C)CC2)c(C)c1
entry no. | 1 | 2 | 3 | 4 | 5 | 6 | 7 | 8
GLS inhibitor | 3% | 0% | 0% | 0% | -3% | -1% | 0% | -3%
Pin1 inhibitor | -1% | -6% | ? | 12% | -6% | 11% | 0% | -7%
HP1b binding inh | 9%[57 µM] | 23% | 11% | 37%[activator] | 16% | 28% | 22% | 49%[activator]
TrxR1 inh | -2%[2.29 µM] | 5% | 16% | 15% | 18% | -3% | 0% | 19%
Tb PGK inh | -5% | 2% | -4% | -2% | -10% | -1% | 0% | i
IDH1 R132H inh | -3% | 0% | -16% | 2% | -2% | 4% | -1% | 8%
PI4K2A block | -25 | 3 | 0 | -4 | 2 | 3 | -1 | 2
TrxR1 substrate | -1%[2.29 µM] | -1% | 1% | 2% | 1% | -4% | -7% | 9%
USP1 inh | 5% | -22% | -11% | -17% | -19% | -15% | -20% | -15%

(9) COc1ccc(S(=O)(=O)NCc2ccncc2)cc1NC(=O)c1ccccc1C
(10) Cc1cccc(N2CCN(C(=S)NCCc3ccccc3)CC2)c1C
(11) N#Cc1ccccc1Sc1ccccc1C(=O)OCC(=O)NC1CCS(=O)(=O)C1 (configuration not stated)
(12) CCOC(=O)c1csc(NC(=O)c2ccccc2)n1
(13) COc1ccccc1NC(=S)N1CCN(C(=O)c2ccco2)CC1
(14) CN(C)C(=O)c1ccc(NC(=O)CSc2nnc(-c3ccc4c(c3)OCO4)o2)cc1
(15) O=C(/C(=C/c1cccnc1)n1ccnc1)c1ccc(Cl)cc1Cl
(16) COc1ccc(N(CC(=O)Nc2cccc(F)c2)S(=O)(=O)c2c(C)[nH]c(=O)[nH]c2=O)cc1
entry no. | 9 | 10 | 11 | 12 | 13 | 14 | 15 | 16
GLS inhibitor | 1% | 15% | -8% | 9% | 11% | -16% | 0% | 0%
Pin1 inhibitor | -2% | 3% | -7% | -7% | 1% | -6% | -10% | -2%
HP1b binding inh | 3% | 43%[activator] | 60%[activator] | 16% | 22% | 34% | 21% | 28%
TrxR1 inh | 4% | -1% | 11% | -22% | -1% | -14% | -32% | 3%
Tb PGK inh | 5% | 9% | -3% | -4% | -4% | -1% | -6% | -9%
IDH1 R132H inh | -6% | 5% | 7% | -12% | 0% | 0% | ? | 6%
PI4K2A block | 1 | 3 | 4 | -5 | -2 | -3 | 3 | 0
TrxR1 substrate | -8%[57.1 µM] | -3% | 3% | -14% | -3% | -7% | -2% | 3%
USP1 inh | -1% | -1% | -7% | 6% | 7% | -19% | -13% | -20%

(17) Cc1onc(-c2ccccc2Cl)c1C(=O)Nc1ccc(-n2nncc2-c2ccco2)cc1
(18) CCNC(=O)CN(c1ccc(OC)c(OC)c1)S(=O)(=O)c1ccccc1
(19) O=C(O)CSc1ncnc2sc3c(c12)CCCC3
(20) CCn1ccc(C(=O)Nc2ccc(S(=O)(=O)Nc3ccccc3OC)cc2)n1
(21) COc1ccc(-c2nc(NC(=O)C3CC(=O)N(c4ccc5c(c4)OCCO5)C3)sc2C)cc1 (configuration not stated)
(22) COc1cc2c(cc1NC(=S)NC(=O)/C=C/c1ccc(OC)c(OC)c1)oc1ccccc12
(23) O=C(COC(=O)c1ccc(Cl)cc1[N+](=O)[O-])NCc1ccco1
(24) O=C(Nc1ccc(N2CCCC2)cc1)c1cccc(Cl)c1
entry no. | 17 | 18 | 19 | 20 | 21 | 22 | 23 | 24
GLS inhibitor | -2% | -9% | 5% | 14% | -5% | 8% | -2% | 28%
Pin1 inhibitor | 37%[activator] | -7% | 0% | 5% | 18%&50% | 6% | -3% | -9%
HP1b binding inh | -6% | 36% | 7% | 4% | -4%&-4% | -1% | 9% | 33%
TrxR1 inh | ? | -9% | 26%[57.1 µM] | 12% | 0%&7% | 4%[57.1 µM] | ? | 20%
Tb PGK inh | i | 4% | 4% | 1% | i | 0% | -2% | -3%
IDH1 R132H inh | 1% | 1% | -2% | 0% | 3% | -5% | 2% | -1%
PI4K2A block | -1 | -1 | -8 | -1 | -7 | 4 | -5 | -13
TrxR1 substrate | 4% | -6% | 13%[57.1 µM] | -2% | -5%&-2% | 11%[57.1 µM] | 3% | 1%
USP1 inh | -22% | -16% | -6% | -2% | -24% | 1% | -8% | -19%

9 entries from above, ordered by count of non-hydrogen atoms, descending:
(21) COc1ccc(-c2nc(NC(=O)C3CC(=O)N(c4ccc5c(c4)OCCO5)C3)sc2C)cc1 (configuration not stated)
(17) Cc1onc(-c2ccccc2Cl)c1C(=O)Nc1ccc(-n2nncc2-c2ccco2)cc1
(14) CN(C)C(=O)c1ccc(NC(=O)CSc2nnc(-c3ccc4c(c3)OCO4)o2)cc1
(20) CCn1ccc(C(=O)Nc2ccc(S(=O)(=O)Nc3ccccc3OC)cc2)n1
(18) CCNC(=O)CN(c1ccc(OC)c(OC)c1)S(=O)(=O)c1ccccc1
(13) COc1ccccc1NC(=S)N1CCN(C(=O)c2ccco2)CC1
(15) O=C(/C(=C/c1cccnc1)n1ccnc1)c1ccc(Cl)cc1Cl
(24) O=C(Nc1ccc(N2CCCC2)cc1)c1cccc(Cl)c1
(19) O=C(O)CSc1ncnc2sc3c(c12)CCCC3
entry no. | 21 | 17 | 14 | 20 | 18 | 13 | 15 | 24 | 19
GLS inhibitor | -5% | -2% | -16% | 14% | -9% | 11% | 0% | 28% | 5%
Pin1 inhibitor | 18%&50% | 37%[activator] | -6% | 5% | -7% | 1% | -10% | -9% | 0%
HP1b binding inh | -4%&-4% | -6% | 34% | 4% | 36% | 22% | 21% | 33% | 7%
TrxR1 inh | 0%&7% | ? | -14% | 12% | -9% | -1% | -32% | 20% | 26%[57.1 µM]
Tb PGK inh | i | i | -1% | 1% | 4% | -4% | -6% | -3% | 4%
IDH1 R132H inh | 3% | 1% | 0% | 0% | 1% | 0% | ? | -1% | -2%
PI4K2A block | -7 | -1 | -3 | -1 | -1 | -2 | 3 | -13 | -8
TrxR1 substrate | -5%&-2% | 4% | -7% | -2% | -6% | -3% | -2% | 1% | 13%[57.1 µM]
USP1 inh | -24% | -22% | -19% | -2% | -16% | 7% | -13% | -19% | -6%

Going on with the list:
(25) CCCCn1c(N2CCC(Cc3ccccc3)CC2)nc2c1c(=O)[nH]c(=O)n2C
(26) CCc1nnc(SCc2nc(-c3cccc(Cl)c3)oc2C)c2cc3sc(C)cc3n12
(27) Cc1nn(-c2ccccc2)c(Cl)c1C(=O)NCC(C)c1ccccc1 (configuration not stated)
(28) O=C(c1ccc(S(=O)(=O)N2CCCC2)cc1)N1CCCCCC1
(29) COC(=O)c1ccc(N=Cc2c(-c3ccccc3)[nH][nH]c2=O)cc1
(30) CCc1ccc2c(CN3CCN(Cc4ccccc4)CC3)cc(=O)oc2c1
(31) Cc1ccc(CNCc2ccc3c(c2)n(C)c(=O)n3C)cc1
(32) Cc1ccc(Cn2nnc(C(=O)Nc3cc(C)ccc3C)c2N)cc1
(33) CC1CCN(S(=O)(=O)c2ccc3nc(N4CCN(c5ccccc5F)CC4)ccc3c2)CC1
(34) CCc1ccc(-c2nc(CS(=O)CC(=O)NCc3cccnc3)c(C)o2)cc1 (configuration not stated)
(35) N#Cc1ccc(COC(=O)c2cccnc2Cl)cc1
entry no. | 25 | 26 | 27 | 28 | 29 | 30 | 31 | 32 | 33 | 34 | 35
GLS inhibitor | 10% | -6% | -3% | 1% | 17% | 9% | -2% | 20% | -3% | -11% | 4%
Pin1 inhibitor | ? | 17% | 3% | -6% | -3% | -1% | 0% | -4% | 8% | 1% | -1%
HP1b binding inh | ? | 54%[activator] | 43%[activator] | 38% | 14% | 10% | 41%[activator] | 42% | 30% | 26% | 24%
TrxR1 inh | 12%[57.1 µM] | 5% | 13% | 10% | -3% | -9% | 15% | 26% | 31%[57.1 µM] | ? | 17%
Tb PGK inh | -10% | i | -10% | -3% | -3% | -1% | i | -8% | i | 7% | -5%
IDH1 R132H inh | -10% | -5% | 10% | -1% | -3% | 2% | -1% | 1% | 9% | 0% | 1%
PI4K2A block | 5 | -3 | 2 | 2 | -2 | 1 | 1 | -8 | -11 | 1 | -3
TrxR1 substrate | 4%[57.1 µM] | 3% | -3% | 2% | -2% | -4% | -4% | 6% | 4%[57.1 µM] | 2% | 4%
USP1 inh | -12% | -7% | -16% | -14% | -4% | -5% | 5% | -8% | -16% | -12% | -8%
